# PMI inhibitors = inhibitors of human PMI, primary screen, biochemical, fluorescence intensity, coupled assay (AID 1209) | purified PMI enzyme, coupled fluorescence intensity; higher % means a stronger effect | inhibition, % at 20 µM; hits with a dose series show IC50 in µM | 190,000 compounds, 0.42% hits;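 also: plate controls were DMSO vehicle for no effect and wells lacking substrate for full effect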
# M17LAP inhibition = P. falciparum M17LAP inhibitors, primary screen, biochemical, fluorogenic H-Leu-NHMec substrate, 1536-well (AID 1619); 220,000 compounds, 0.38% hits; recombinant M17LAP, H-Leu-NHMec fluorogenic kinetic assay; higher % means a stronger effect; one-dose inhibition, % at 30 µM; IC50 in µM for titrated hits;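 active = compound inhibiting the enzyme by more than half at any dose during confirmatory dose-response retesting; inconclusive = strong single-dose inhibitors picked by rank but not retested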;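 also: plate controls were full reaction with DMSO carrier for no effect and no enzyme background for full effect; strong numbers were not always called active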
# PMI inhibition = human PMI inhibitors, high substrate, primary screen, biochemical, fluorescence intensity, high mannose 6-phosphate (AID 1220). inhibition, % at 20 µM, or IC50 in µM where a hit was titrated. Mannose-6-phosphate isomerase (Homo sapiens). 190,000 compounds, 0.66% hits. recombinant PMI enzyme, coupled fluorescence intensity; higher % means a stronger effect
# LYP inhibition = inhibitors of LYP phosphatase, biochemical, fluorescence intensity, uHTS (AID 1779). one-dose inhibition, % at 11.5 µM; IC50 in µM for titrated hits. recombinant LYP phosphatase, fluorescence intensity; higher % means a stronger effect. 290,000 compounds, 0.054% hits;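 also: plate controls were vehicle with enzyme for no effect and no enzyme for full effect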
# Myeloid diff 2 = induction of myeloid progenitor differentiation, primary screen, cell-based, flow cytometry, MLPCN library. ER-HoxA9 myeloid progenitors, lysozyme-GFP differentiation. calls only at 10 µM. 360,000 compounds, 1% hits. AID 624256, 2012;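 active = normalized GFP-positive differentiation at or above the plate's own cutoff, the solvent-only control mean plus 3 SD; inconclusive = no clear call, values can overlap the other calls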;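 also: cells exposed to compound for four days before flow analysis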
# XIAP antagonists = XIAP antagonists, biochemical, IAP family, fluorescence polarization (AID 1018); E3 ubiquitin-protein ligase XIAP (Homo sapiens); XIAP BIR domain, fluorescence polarization peptide displacement; higher % means a stronger effect; displacement, % at 20 µM; hits with a dose series show IC50 in µM; 200,000 compounds, 0.007% hits; in the data active = displacement above about 50%; also: a part of the inactive calls stands beside numbers as strong as those of hits
# TNAP activation fold = human TNAP enzyme activators, primary screen, biochemical, luminescent, no phosphate acceptor, uHTS (AID 1001). Alkaline phosphatase, tissue-nonspecific isozyme (Homo sapiens). purified TNAP, luminescent activation assay, no phosphate acceptor; higher activation fold means a stronger effect. 200,000 compounds, 0.03% hits. activation fold at 20 µM; hits with a dose series show EC50 in µM; in the data active = activation fold from about 3, or a potency from the dose series; inactive = the rest, 99 in 100 with activation fold below about 1.6; also: many of its hits are not listed in these tables
# M1AAP inhibition = P. falciparum M1AAP inhibitors, biochemical, fluorogenic H-Leu-NHMec substrate, 1536-well (AID 1445); Aminopeptidase N (Plasmodium falciparum (isolate 3D7)); recombinant M1AAP, H-Leu-NHMec fluorogenic kinetic assay; higher % means a stronger effect; inhibition, % at 30 µM; hits with a dose series show IC50 in µM; 220,000 compounds, 0.42% hits;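 active = primary inhibition above the hit cutoff, then over 50% inhibition at one or more dose response concentrations, cut at about 23% in these data, passing the limit was not always enough; inconclusive = conflicting primary data, or primary hits not chosen for dose response; inactive = low primary inhibition, or under 50% at every dose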;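 also: plate controls were DMSO full reaction for no effect and no enzyme background for full effect; strong numbers were not always called active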
# CSM14.1 death rescue = rescue of cells from ER stress-induced death, primary screen, 384-well, CSM14.1, thapsigargin, ATP luminescence (AID 1222) | 190,000 tested, under 10 active | CSM14.1 thapsigargin-induced death rescue, ATP luminescence; higher % means a stronger effect | one-dose cellular ATP content (survival), % at 20 µM; EC50 in µM for titrated hits;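 active = EC50 below 50 µM in the dose-response confirmation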;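 also: death triggered by thapsigargin at about 15 µM added after 2 h compound pretreatment; cell ATP read after overnight thapsigargin exposure of roughly 18 to 22 hours; normalized against plate controls of thapsigargin alone and 5% DMSO vehicle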
# Myeloid diff 2 GFP+ MAC1+ % = second read-out of Myeloid diff 2, no call of its own (marks repeat the call); GFP+ MAC1+ double positive, %; measured here: differentiation confirmed by MAC1 staining
# * marks the source's active call; other numbers are inactive results; i = inactive; ? = inconclusive; · = not tested or not shown. Rule as the data show it, unless noted: active = inhibition above about 50%; inactive = the rest. No enrichment for hits; 2.7% or so of the library scored in one or more.
SMILES,PMI inhibitors,M17LAP inhibition,PMI inhibition,LYP inhibition,Myeloid diff 2,Myeloid diff 2 GFP+ MAC1+ %,XIAP antagonists,TNAP activation fold,M1AAP inhibition,CSM14.1 death rescue
CCOC(=O)c1[nH]c(C)c(/C(O)=C2\C(=O)C(=O)N(CCCN3CCOCC3)C2c2cccnc2)c1C (stereo not drawn),7%,20%,11%,-4%,i,7.4,-0.2%,1.1,6%,-0.3%
COC(=O)c1cccc(N(C(=O)c2ccco2)C(C(=O)NC2CCCC2)c2ccco2)c1 (stereo not drawn),-1%,-3%,4%,-7%,i,0.2,-0.1%,1.1,-4%,-4.2%
CCCC(=O)NC(Nc1ccc(S(=O)(=O)Nc2ncccn2)cc1)(C(=O)OCC)C(F)(F)F (stereo not drawn),-5%,-9%,-1%,-6%,i,1.6,-5.4%,1.1,2%,0.2%
CCCCCC1CC(=O)N(Cc2ccccc2)C(=O)N1 (stereo not drawn),-7%,-2%,-9%,-12%,·,·,-10%,1.1,-5%,-0.8%
Cc1cccc(C(=O)N[C@H](C(=O)OCc2cc(=O)n3c(n2)sc2ccccc23)C(C)C)c1,20%,5%,16%,8%,i,0.6,-2.1%,1,5%,1.0%
Cc1cc2ccccn2c1C(=O)c1cccc([N+](=O)[O-])c1,8%,-9%,2%,-5%,i,1.0,-6.5%,1,3%,22%
CC(C)(O)P(C)(=O)c1ccccc1 (stereo not drawn),-1%,-2%,-5%,-6%,i,1.3,-2.3%,1.1,-2%,-0.8%
O=c1cnnc(N/N=C/c2ccc3c(c2)OCO3)[nH]1,·,14%,·,6%,i,0.8,·,·,4%,·
CC(=O)Oc1ccc2c(=O)c(-c3ccccc3)c(C)oc2c1,-16%,-1%,-12%,-2%,i,1.6,-4.0%,1.1,10%,-0.1%
CCOc1ccc2[nH]c(=O)c(C(c3nnnn3Cc3ccco3)N3CCC(C)CC3)cc2c1 (stereo not drawn),16%,10%,4%,13%,i,1.1,-7.0%,1,17%,-0.3%
CN(C)C(=O)Cn1c(=O)n(C)c2ccccc21,-13%,7%,2%,-13%,i,0.8,-1.9%,1,4%,-1.6%
Cc1c(C(=O)Nc2ccc(F)cc2)nnn1-c1cccc(C(F)(F)F)c1,-3%,-10%,13%,2%,i,0.4,-8.8%,1.1,2%,0.9%
O=C(O)c1ccccc1NS(=O)(=O)c1ccc2c3c(cccc13)C(=O)N2,4%,13%,-2%,-2%,i,0.5,-10%,1,?,-1.8%
CCCCn1c(NCCN(C)C)nc2c1c(=O)[nH]c(=O)n2C,-4%,0%,-6%,-8%,i,0.4,-2.7%,1.1,9%,-1.6%
Cc1cc(C)c(OCC(=O)Nc2cc(C(=O)O)cc(C(=O)O)c2)cc1C,-13%,9%,-15%,-5%,i,0.0,-10%,1,0%,0.2%
COc1cc2c(cc1NC(=O)COC(=O)[C@@H](NC(=O)c1ccccc1)C(C)C)oc1ccccc12,15%,4%,7%,-1%,i,0.4,-4.5%,1.8,0%,-0.7%
O=C(NCc1ccccc1)NC1CCS(=O)(=O)C1 (stereo not drawn),12%,1%,18%,-6%,i,0.1,-2.3%,1.1,-9%,-0.8%
COc1ccccc1-n1c(CNc2ccc(F)cc2)nnc1SCC(=O)Nc1cc(C)on1,6%,2%,15%,-6%,i,2.2,-4.2%,1,0%,-2.2%
Cc1cccc(NS(=O)(=O)c2cc(C(=O)NCCC3=CCCCC3)ccc2Cl)c1,9%,1%,14%,6%,i,5.0,-4.9%,1,13%,-1.9%
COc1ccc(NC(=O)CN(Cc2ccccc2)Cc2ccccc2)cc1S(N)(=O)=O,11%,-7%,12%,-2%,i,0.3,21%,1.2,0%,0.2%
O=C(CSC1=NCCS1)Nc1nc(-c2ccccc2)cs1,5%,-4%,6%,-6%,i,2.4,0.2%,1,-10%,0.4%
C/C(NCCCn1ccnc1)=C(\C#N)C(N)=O,4%,-7%,6%,-11%,i,0.8,2.3%,1.1,-4%,-0.7%
Cc1nnc(NC(=O)CSc2ccc(-c3cccnc3)nn2)s1,-18%,-9%,-17%,-10%,i,0.5,-11%,1.1,2%,-0.5%
CCN(CC)S(=O)(=O)c1cccc(-c2nnc(SCCCC(=O)c3ccc(F)cc3)o2)c1,0%,4%,-3%,-8%,i,0.4,1.4%,1,6%,3.6%
O=C(C1CCCN(S(=O)(=O)c2ccc(Cl)cc2)C1)N(Cc1cccs1)C1CC1 (stereo not drawn),12%,27%,11%,3%,i,3.4,1.1%,1.1,6%,·
Cc1ccccc1C(=O)NC1CC2CCC(C1)N2Cc1ccccc1 (stereo not drawn),0%,2%,-8%,-5%,i,0.2,-1.6%,1.2,3%,1.3%
COc1ccc(C2C3=C(N=C4SCC(=O)N42)c2ccccc2CC3)cc1 (stereo not drawn),15%,1%,36%,-2%,i,0.6,-5.1%,1,8%,0.3%
C/C(=N\NC1=NCCN1)c1ccc(Cl)cc1,·,-4%,·,-11%,i,0.4,·,·,-6%,·
CC(NC(=O)c1ccc(NS(C)(=O)=O)cc1)c1ccccc1 (stereo not drawn),2%,-1%,-4%,-8%,i,0.6,-8.2%,1.1,4%,·
CC1CCCCC1NC(=O)CO/N=C/c1ccccc1OC(F)F (stereo not drawn),3%,4%,6%,-1%,?,·,-6.4%,0.8,-1%,-1.1%
O=C(Nc1ccc(F)cc1)C(c1ccccc1)N1CCN(C(=O)c2ccco2)CC1 (stereo not drawn),4%,8%,5%,-6%,i,1.3,-0.7%,1.2,2%,-0.2%
Cc1ccc(N(C(=O)Cc2cccs2)C(C(=O)NC2CCCC2)c2ccncc2)cc1 (stereo not drawn),5%,-4%,4%,-6%,i,0.3,-1.1%,1.1,0%,-1.3%
CCOC(=O)N1CCC(n2c(=S)[nH]c3cc(OCC)c(OCC)cc3c2=O)CC1,16%,2%,11%,-2%,i,0.8,-21%,1.1,1%,-3.5%
O=C(Nc1nnc(-c2ccc3c(c2)CCCC3)o1)c1ccccc1Cl,-7%,5%,-9%,6%,i,2.0,-5.2%,1.2,20%,0.8%
COc1ccc(-c2csc(N3C(=N)SCC3=O)n2)cc1,4%,-9%,-5%,4%,i,8.3,-2.0%,1.1,9%,-4.3%
ON1C2CCCCC2N(O)C1c1ccccc1C(F)(F)F (stereo not drawn),-8%,3%,-6%,-9%,i,0.6,1.0%,1.1,0%,0.0%
CCCN1C(=O)/C(=N\OCC(=O)NCC(F)(F)F)c2ccccc21,-7%,2%,-17%,1%,i,0.7,0.8%,1.4,3%,-3.2%
Cc1cc(NC(=O)c2ccccc2)n(-c2nc3ccccc3[nH]2)n1,14%,5%,59%*,-1%,i,0.8,-0.5%,1.6,-2%,-1.4%
CC(C(=O)Nc1ccccc1-c1ccccc1)N1CCN(S(=O)(=O)c2ccccc2)CC1 (stereo not drawn),21%,-10%,10%,3%,i,0.4,-7.1%,1,-4%,1.6%
Cc1onc(-c2ccccc2Cl)c1C(=O)Nc1ccccc1C(=O)NC(C)C,14%,9%,12%,3%,i,1.0,-2.1%,1.1,-1%,3.1%
COc1ccc(/C=C/c2cc(=O)c3cc(Cl)ccc3o2)cc1,4%,-6%,1%,-6%,i,0.4,2.6%,1,12%,-2.3%
Cc1cc(C)c(NC(=S)NC(NC(=O)c2ccccc2)C(Cl)(Cl)Cl)c(C)c1 (stereo not drawn),9%,-1%,-10%,-5%,i,0.8,-6.2%,1.3,6%,-0.8%
CCc1c(C(=O)OC)nnc2cc(C)nn12,14%,3%,8%,-4%,i,1.1,-2.7%,1.2,-4%,-1.2%
CC(C)c1ccc(/C=C(\NC(=O)c2ccccc2)C(=O)NCCCN2CCOCC2)cc1,·,-6%,·,0%,i,0.3,·,·,4%,·
Cc1ccsc1C1C(C(=O)O)c2ccccc2C(=O)N1C (stereo not drawn),3%,-71%,-4%,1%,i,2.0,-4.8%,1.1,2%,-1.4%

# 4 records drawn at random from the list so far, as already listed:
SMILES,PMI inhibitors,M17LAP inhibition,PMI inhibition,LYP inhibition,Myeloid diff 2,Myeloid diff 2 GFP+ MAC1+ %,XIAP antagonists,TNAP activation fold,M1AAP inhibition,CSM14.1 death rescue
COc1ccc(/C=C/c2cc(=O)c3cc(Cl)ccc3o2)cc1,4%,-6%,1%,-6%,i,0.4,2.6%,1,12%,-2.3%
Cc1cc(C)c(NC(=S)NC(NC(=O)c2ccccc2)C(Cl)(Cl)Cl)c(C)c1 (stereo not drawn),9%,-1%,-10%,-5%,i,0.8,-6.2%,1.3,6%,-0.8%
Cc1ccsc1C1C(C(=O)O)c2ccccc2C(=O)N1C (stereo not drawn),3%,-71%,-4%,1%,i,2.0,-4.8%,1.1,2%,-1.4%
CC(C(=O)Nc1ccccc1-c1ccccc1)N1CCN(S(=O)(=O)c2ccccc2)CC1 (stereo not drawn),21%,-10%,10%,3%,i,0.4,-7.1%,1,-4%,1.6%

# The results go on.
SMILES,PMI inhibitors,M17LAP inhibition,PMI inhibition,LYP inhibition,Myeloid diff 2,Myeloid diff 2 GFP+ MAC1+ %,XIAP antagonists,TNAP activation fold,M1AAP inhibition,CSM14.1 death rescue
Cc1ccc(-n2ncc3c(N4CCC5(CC4)OCCO5)ncnc32)c(C)c1,-3%,8%,-1%,-7%,i,2.7,-7.2%,1.1,0%,0.5%
Cc1ccccc1NCC(=O)N/N=C\C=C\c1cccc([N+](=O)[O-])c1,21%,-2%,17%,4%,i,0.1,-8.4%,1.1,0%,-2.7%
C=CCN(CC=C)S(=O)(=O)c1ccc(NC(=S)NC(=O)/C=C/c2ccccc2)cc1,7%,0%,8%,-1%,i,0.7,-1.6%,1,9%,-1.1%
CCOC(=O)C1CCN(C(=O)C2CCN(S(=O)(=O)c3cc(Cl)ccc3Cl)CC2)CC1,6%,7%,5%,-5%,i,6.0,-7.6%,1,6%,-0.1%
O=C(Nc1ccc2c(c1)OCO2)c1ccc(=O)[nH]n1,·,4%,·,-2%,i,0.1,·,·,2%,·
Cc1ccccc1Cn1nnc(-c2cccc(C(=O)O)c2)n1,4%,16%,-3%,-12%,i,6.1,-1.2%,1.1,-4%,2.1%
CCNC(=S)N(Cc1ccc(OC)cc1)C1CC(=O)N(c2ccc(OCC)cc2)C1=O (stereo not drawn),12%,-4%,15%,-2%,i,0.8,4.0%,1.1,-1%,-1.4%
CCOC(=O)Cn1c(CN2CCN(c3cccc(Cl)c3)CC2)nc2c1c(=O)[nH]c(=O)n2C,-16%,-2%,-13%,1%,i,3.2,-0.2%,1,4%,-2.5%
CCc1ccc2oc(=O)cc(CN(C)Cc3ccccc3)c2c1,4%,-8%,-2%,-2%,i,0.4,-1.5%,1.1,5%,-2.3%
